# SIRT5 inh: blocks human SIRT5 desuccinylation of peptide | inhibition, % at 15 µM | Q9NXA8 | actives 1.1% (n = 330,000) | Purified SirT5, succinyl-peptide AMC, trypsin-coupled fluorescence; in the data active = inhibition above about 15%
# Target sequence (Q9NXA8 whole entry, looked up): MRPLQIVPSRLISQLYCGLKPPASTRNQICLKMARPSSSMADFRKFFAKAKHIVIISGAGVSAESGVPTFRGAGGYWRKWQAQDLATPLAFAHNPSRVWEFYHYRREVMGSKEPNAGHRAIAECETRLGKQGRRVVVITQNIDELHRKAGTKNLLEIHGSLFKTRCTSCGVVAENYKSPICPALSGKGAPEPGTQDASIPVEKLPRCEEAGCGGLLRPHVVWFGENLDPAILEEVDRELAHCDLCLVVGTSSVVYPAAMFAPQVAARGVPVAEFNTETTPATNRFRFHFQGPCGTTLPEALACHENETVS
# Statin myotox sup: suppression of simvastatin myotoxicity; C2C12 myotubes + simvastatin, ATP luminescence, 48 h; scaled: DMSO 0, geranylgeraniol control 100; rescue of ATP level, % at 7.49 µM; actives 0.78% (n = 330,000); AID 602340;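 active = mean ATP rescue above about 67%, or every replicate alone reaching that limit, limit read from the data, passing the limit was not always enough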;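 note: myotubes were challenged with 10 µM simvastatin during compound exposure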
# miR122 inh: blocks miR-122 activity in Huh7 sensor cells. Huh7 miR-122 Renilla luciferase sensor, 48 h; neutral wells = 0, positive control = 100. activation (reporter increase), % at 12.5 µM. actives 0.3% (n = 340,000);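 active = mean replicate activation score at least 90 and every replicate individually at or above 90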;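 note: higher luciferase means less miR-122 activity so hits act as miR-122 inhibitors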
# ERp5 inh: inhibitors of human ERp5; Q15084; ERp5 insulin aggregation, absorbance 650 nm, 90 min; inhibition, % at 9.99 µM; actives 0.05% (n = 350,000);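 active = mean replicate inhibition above about 25%, with every replicate also reaching it, limit read from the data, passing the limit was not always enough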
# Target sequence (Q15084 whole entry, looked up): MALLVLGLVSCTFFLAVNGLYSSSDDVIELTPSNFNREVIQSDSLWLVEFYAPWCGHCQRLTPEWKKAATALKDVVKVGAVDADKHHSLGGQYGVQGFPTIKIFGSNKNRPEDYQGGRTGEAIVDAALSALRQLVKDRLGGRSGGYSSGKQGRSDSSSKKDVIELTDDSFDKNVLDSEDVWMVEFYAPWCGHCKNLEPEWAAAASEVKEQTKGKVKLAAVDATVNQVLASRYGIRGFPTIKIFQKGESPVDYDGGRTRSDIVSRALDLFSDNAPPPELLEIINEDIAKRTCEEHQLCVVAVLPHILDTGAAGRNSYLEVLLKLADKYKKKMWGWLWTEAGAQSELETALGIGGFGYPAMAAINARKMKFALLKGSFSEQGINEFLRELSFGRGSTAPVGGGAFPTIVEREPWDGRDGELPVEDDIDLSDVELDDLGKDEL
# esBAF inh: inhibitors of esBAF chromatin remodeling in mouse ES cells. Bmi1-luciferase knock-in reporter, 24 h; 100% = twice the neutral-well signal. AID 602393. actives 2% (n = 350,000). reporter increase, % at 12.5 µM; in the data active = activation above about 40%;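 note: 0% = median of the plate's neutral control wells and 100% = double that signal; a rise in the Bmi1 reporter signal indicates esBAF inhibition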
# ARNT-TACC3 inh: ARNT/TACC3 interaction disruption. Q9Y6A5. inhibition, % at 9.99 µM. actives 0.66% (n = 390,000). AlphaScreen His-ARNT PAS-B/GST-TACC3 binding, luminescence; TACC3 fragment carries E629A point mutation;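 active = mean inhibition of replicates at least 50% and at least half of replicates each reaching 50%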;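 note: 0% = complete ARNT plus TACC3 wells and 100% = ARNT alone without TACC3; many hits fall short of the cut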
# Cneo AK release: Cryptococcus neoformans lysis via adenylate kinase release. C. neoformans lysis, adenylate kinase release luminescence, 4 h; normalised: neutral wells 0, clomiphene wells 100. lysis activity, % at 15 µM. actives 0.2% (n = 360,000). AID 651654;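 active = mean lysis activity across replicates of at least 80%, whatever share of replicates individually reach that level; inactive = mean lysis activity below 80%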
#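 Assay system: C. neoformans cells. Amount: yeast cell density of 5 × 10^6 cells/mL. Technique: AK luminescence. Buffer or medium: YPD. Times: static 4 h at 37 °C with compound, 1 h detection. Dosing: single-point compound dose. Read-out: lysis from increased AK signal.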
# Starred values were filed as active, the others as inactive; . = no result given; & = joins results of further samples; [ ] = remark or other dose.
compound | SIRT5 inh | Statin myotox sup | miR122 inh | ERp5 inh | esBAF inh | ARNT-TACC3 inh | Cneo AK release
COc1ccc(C(=O)Nc2c3c(nn2C(C)(C)C)CS(=O)(=O)C3)cc1OC | -0.1 | -3.5 | -2.6 | -2.0 | 3.0 | -11.2 | 4.8
C[C@H](CO)N1C[C@H](C)[C@@H](CN(C)C(=O)NC2CCCCC2)OCCCC[C@H](C)Oc2ccc(NC(=O)Cc3ccccc3)cc2C1=O | -7.2 | . | -4.5[16.7 µM] | 3.2 | 14.2 | 16.4 | -0.8
O=C(NCc1ccccc1F)C1CCCN(C(=O)Nc2ccc(F)cc2)C1 (stereo not drawn) | -4.1 | -13.0 | -2.0 | 1.2 | -3.1 | 7.1 | -4.5
CCOC(=O)C(C(=O)Nc1nccs1)C1CCCCC1 (stereo not drawn) | . | -2.7 | 1.0 | . | -5.9 | -3.8 | -2.0
COCC#Cc1ccc2c(c1)O[C@@H](CN(C)C(=O)Nc1ccccc1F)[C@H](C)CN([C@H](C)CO)S2(=O)=O | 3.2 | -4.0 | -0.2[16.7 µM] | 1.1 | -3.4 | . | -1.5
COc1cccc(S(=O)(=O)N(C)C[C@H]2Oc3ncc(C#CCN(C)C)cc3C(=O)N([C@@H](C)CO)C[C@@H]2C)c1 | 4.6 | -17.0 | -3.4[16.7 µM] | 0.0 | -8.5 | 5.5 | -0.5
CCOC(=O)Cc1csc(NC(=O)CCc2ccccc2)n1 | 1.9 | -8.0 | -2.4 | 3.5 | -7.2 | 7.1 | -3.9
Cc1cc(N2C(=O)CC(Cc3ccccc3)C2=O)no1 (stereo not drawn) | . | 0.2 | . | . | 3.5 | -2.7 | -1.5
C[C@H]1CN([C@@H](C)CO)S(=O)(=O)c2ccc(C#CCC3CCCC3)cc2O[C@@H]1CN(C)Cc1ccc(C(=O)O)cc1 | 14.0 | -6.3 | 12.7[16.7 µM] | -1.9 | -17.6 | -3.6 | 6.1
COc1ccccc1CNC(=O)C[C@H]1C[C@@H]2c3cc(NC(=O)CC4CC4)ccc3O[C@@H]2[C@@H](CO)O1 | . | -1.0 | -2.7[16.7 µM] | . | 5.4 | 1.8 | -1.5

# Only Statin myotox sup and Cneo AK release, for some of the entries so far:
structure,Statin myotox sup,Cneo AK release
CCOC(=O)C(C(=O)Nc1nccs1)C1CCCCC1 (stereo not drawn),-2.7,-2.0
COCC#Cc1ccc2c(c1)O[C@@H](CN(C)C(=O)Nc1ccccc1F)[C@H](C)CN([C@H](C)CO)S2(=O)=O,-4.0,-1.5
COc1cccc(S(=O)(=O)N(C)C[C@H]2Oc3ncc(C#CCN(C)C)cc3C(=O)N([C@@H](C)CO)C[C@@H]2C)c1,-17.0,-0.5
CCOC(=O)Cc1csc(NC(=O)CCc2ccccc2)n1,-8.0,-3.9
Cc1cc(N2C(=O)CC(Cc3ccccc3)C2=O)no1 (stereo not drawn),0.2,-1.5

# New compounds follow:
compound | SIRT5 inh | Statin myotox sup | miR122 inh | ERp5 inh | esBAF inh | ARNT-TACC3 inh | Cneo AK release
CCOc1ccc(CNC2CCCCCCC2)cc1OC | -2.4 | -0.6 | 5.0 | 0.6 | -4.0 | -1.0 | 2.4
Cc1nc(=O)c(-c2ccccc2)c(C)n1-c1ccccc1Cl | -0.2 | . | -8.1 | 0.7 | . | . | 1.6
Cc1csc(NC(=O)CSc2nc(=O)[nH]c3c2CCCC3)n1 | 7.1 | -7.3 | -4.4 | 16.6 | 0.0 | -2.8 | 1.0
COc1ccc(NS(=O)(=O)c2cc(NC(=O)c3ccc(=O)[nH]n3)ccc2N2CCOCC2)cc1 | 0.0 | -13.4 | 81.0 | -6.4 | 1.3 | 6.4 | 1.4
C[C@H](CO)N1C[C@H](C)[C@H](CN(C)Cc2ccncc2)Oc2ccc(NC(=O)Nc3ccc(F)cc3)cc2C1=O | 1.4 | -37.4 | -15.8[16.7 µM] | -0.9 | -8.7 | 0.7 | 53.9
CC(C)c1ccc(OCC(=O)NC2CCCC2)cc1 | -0.9 | . | -6.9 | -3.3 | . | -10.9 | -0.6
COC(=O)CCN1CCC2CC1c1cc(-c3cccc(C)c3)ccc12 (stereo not drawn) | 6.3 | 3.1 | -2.8 | 4.9 | 1.4 | 3.3 | 3.7
CC(C)(C)C(=O)CC1(O)C(=O)N(Cc2ccccc2)c2ccccc21 (stereo not drawn) | -2.9 | -2.8 | 9.2 | 0.6 | -1.1 | 8.2 | -0.7
CCNC(=O)Nc1ccc2c(c1)C(=O)N(C)[C@H]1CC[C@H](CC(=O)Nc3ccccc3)O[C@@H]1CO2 | -1.4 | 11.7 | -1.2[16.7 µM] | -2.8 | -1.4 | -2.9 | -3.4
CCNC(=S)N/N=C/c1ccc(C#N)cc1 | 0.1 | 5.9 | -6.9 | -3.2 | -1.8 | -13.0 | 0.5
CC(C)NC(=O)N(C)C[C@@H]1Oc2c(NC(=O)Nc3cccc4ccccc34)cccc2C(=O)N([C@@H](C)CO)C[C@@H]1C | 2.4 | 35.6 | -8.3[16.7 µM] | -0.5 | 2.3 | 12.2 | -3.8
COc1ccc(CNC(=O)[C@H](Cc2ccccc2)NC(=O)C2CCNCC2)cc1 | -5.3 | . | . | 0.5 | . | 0.3 | .
COc1ccc(CN2CCN(Cc3cc4ccccc4o3)CC2CCO)c(F)c1 (stereo not drawn) | -4.3 | 16.7 | -4.1 | 2.1 | 8.5 | 0.0 | -1.2
Cc1cccc(NC(=O)c2ccc(Cl)c(S(=O)(=O)N3CCCCC3)c2)n1 | -3.1 | -14.1 | -0.6 | 3.3 | . | 7.3 | -2.0
O=C(NCC1CC1)[C@@H]1[C@@H](CO)[C@@H]2Cn3c(ccc(-c4ccccc4F)c3=O)[C@H]1N2Cc1ccccc1 | -2.4 | 28.4 | 4.2[16.7 µM] | -1.8 | 1.8 | -1.1 | -2.4
Cc1cccc(C(=O)Nc2ccc(S(=O)(=O)N3CCOCC3)cc2C)c1 | -1.5 | -5.8 | 7.7 | 2.3 | -0.2 | -2.3 | -0.2
C[C@@H]1CN([C@H](C)CO)C(=O)c2cc(NC(=O)Nc3ccccc3)ccc2O[C@@H]1CN(C)Cc1ccc(C(=O)Nc2ccccc2N)cc1 | 5.3 | -29.2 | 67.8[16.7 µM] | 4.2 | -18.2 | 7.6 | -0.3
O=C(Cn1nnc(-c2ccncc2)n1)Nc1ccc2c(c1)CCC2 | . | -15.4 | -9.1 | . | -0.1 | -4.3 | -2.6
CC(C)OCCCNS(=O)(=O)c1ccc2c(c1)OCCO2 | . | 11.0 | 48.0 | . | -2.2 | -1.4 | -1.1
CC1(C)Cc2ccccc2C(=NC(Cc2c[nH]c3ccccc23)C(=O)O)N1 (stereo not drawn) | -0.7 | 10.0 | -4.1 | 2.2 | 1.5 | -5.3 | -0.6
COc1ccc2[nH]c3c(c2c1)CC(C)NC3=O (stereo not drawn) | 2.2 | 17.2 | -11.3 | 2.2 | -9.9 | -7.8 | 0.7
C[C@H](CO)N1C[C@H](C)[C@H](CN(C)C(=O)Nc2cc(F)ccc2F)Oc2cc(-c3cccc(F)c3)ccc2S1(=O)=O | -4.3 | -26.8 | -3.1[16.7 µM] | 1.9 | 4.2 | 2.6 | -1.1
COc1ccccc1S(=O)(=O)N[C@@H]1CC[C@@H](CCn2cc(C3CCCCC3)nn2)O[C@H]1CO | -3.1 | -4.6 | 10.0[16.7 µM] | -3.4 | 4.0 | 3.5 | 18.5
CC(C)C(NC(=O)c1ccc(Cl)cc1)C(=O)NCC1CCCO1 (stereo not drawn) | 0.1 | 1.2 | 2.3 | 0.5 | -4.4 | 9.0 | 10.3
CCOc1ccccc1NC(=O)c1ccccc1NC(=O)c1ccco1 | 0.1 | -10.9 | 1.7 | -2.7 | -2.2 | -4.3 | 1.1
CCN=C1SC(CC(=O)Nc2ccccc2)C(=O)N1CC (stereo not drawn) | . | 9.6&19.0 | -3.0&0.1 | 4.6 | -7.9&2.1 | -2.8&1.3 | 0.6&4.0
CSCC(=O)N1CCCC(CNC(=O)c2ccccc2Cl)C1 (stereo not drawn) | -0.8 | . | . | -1.2 | . | -24.3 | .
Nc1c(C(=O)Nc2ccc(Br)cc2)sc2nc(N3CCOCC3)c3c(c12)CCCC3 | . | -0.7 | 5.4 | -9.8 | -1.1 | . | -0.2
CCOC(=O)c1ccc(NC(=O)CN2CCN(CCN=CC3=C(O)CC(C)(C)CC3=O)CC2)cc1 | -3.2 | -1.3 | -3.1 | -0.8 | . | -7.8 | 2.1
COc1ccccc1NC(=O)N[C@H]1C=C[C@H](CC(=O)N[C@@H](C)c2ccccc2)O[C@@H]1CO | 0.0 | 2.9 | . | 7.1 | 2.8 | -1.5 | -3.5

# Pulled one by one from above:
compound | SIRT5 inh | Statin myotox sup | miR122 inh | ERp5 inh | esBAF inh | ARNT-TACC3 inh | Cneo AK release
COc1ccccc1S(=O)(=O)N[C@@H]1CC[C@@H](CCn2cc(C3CCCCC3)nn2)O[C@H]1CO | -3.1 | -4.6 | 10.0[16.7 µM] | -3.4 | 4.0 | 3.5 | 18.5
COc1ccccc1NC(=O)N[C@H]1C=C[C@H](CC(=O)N[C@@H](C)c2ccccc2)O[C@@H]1CO | 0.0 | 2.9 | . | 7.1 | 2.8 | -1.5 | -3.5
COc1ccc2[nH]c3c(c2c1)CC(C)NC3=O (stereo not drawn) | 2.2 | 17.2 | -11.3 | 2.2 | -9.9 | -7.8 | 0.7
CCOc1ccccc1NC(=O)c1ccccc1NC(=O)c1ccco1 | 0.1 | -10.9 | 1.7 | -2.7 | -2.2 | -4.3 | 1.1

# Further records
compound | SIRT5 inh | Statin myotox sup | miR122 inh | ERp5 inh | esBAF inh | ARNT-TACC3 inh | Cneo AK release
COc1ccc(C#Cc2cnc3c(c2)C(=O)N([C@H](C)CO)C[C@H](C)[C@H](CN(C)C(=O)Nc2ccc4c(c2)OCO4)O3)cc1OC | 7.0 | 26.3 | . | 0.0 | -5.4 | -4.2 | 0.1
C[C@H]1CN([C@@H](C)CO)C(=O)c2cc(N(C)C)ccc2O[C@H]1CN(C)C(=O)Nc1ccc(F)cc1 | 4.7 | -0.9 | 2.2[16.7 µM] | 1.8 | -3.2 | -17.6 | 45.1
COc1ccc(OC)c(NC(=O)c2sc3nc(C)cc(C)c3c2N)c1 | -2.3 | -38.0 | -4.1 | -0.4 | 5.2 | -2.5 | -0.6
COC(=O)NCC(c1cccnc1)N1CCN(c2ccccc2OC)CC1 (stereo not drawn) | . | 20.6 | -2.0 | . | -1.8 | -0.1 | 1.6
Cc1ccc2cc(/C=N/NC(=O)c3ccccc3O)c(Cl)nc2c1 | . | . | -2.0 | . | . | 4.3 | -2.6
CCN(C(=O)c1cc2ccccc2oc1=O)c1ccccc1 | . | 4.9 | 1.5 | . | 36.0 | -31.7 | -2.2
Cc1nc2cc(N3CCCCC3)c(NC(=O)c3ccncc3)cc2c(=O)n1Cc1ccccc1 | . | -13.1 | -19.6 | . | 14.9 | 4.6 | 0.7
CC(=O)Nc1ccc(NC(=O)C2CCN(C(=O)c3cccs3)CC2)cc1 | 2.9 | 3.1 | -3.1 | 2.2 | 1.3 | 3.1 | .
CCN(CC)S(=O)(=O)c1ccc(N2CCOCC2)c(NS(=O)(=O)c2cc(C(C)(C)C)ccc2C)c1 | 3.4 | . | 8.8 | -0.6 | . | -6.0 | -2.3
O=C(CCc1nc2ccccc2s1)OCC(=O)N1CCN(C(=O)c2ccco2)CC1 | . | -4.1 | -1.7 | . | 4.9 | . | -0.4
Cc1ccc(S(=O)(=O)N(C)CCCC(=O)Nc2cccc3ccccc23)cc1 | -2.8 | . | -1.6 | 4.9 | . | -9.1 | 0.5
COc1ccccc1N(CC(=O)NCCc1ccccc1)C(=O)CCC(=O)Nc1cc(C)ccn1 | 4.2 | -3.8 | 4.0 | -0.7 | 0.5 | 9.1 | .

# Compound activity from PubChem BioAssay.
